Screening results as filed in PubChem BioAssay.
mcGAS RapidFire: blocks mouse cGAS cGAMP production; Q8C6L5; recombinant mouse cGAS, cGAMP by RapidFire MS; inhibition, % at 12.5 µM; 130,000 compounds, 0.18% hits;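 active = inhibition of cGAS enzyme activity at or above 60%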;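 note: enzyme stimulated by 45 bp dsDNA with ATP and GTP substrates; cGAMP share of summed cGAMP plus half ATP and half GTP signals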
Target sequence (Q8C6L5 whole entry, looked up): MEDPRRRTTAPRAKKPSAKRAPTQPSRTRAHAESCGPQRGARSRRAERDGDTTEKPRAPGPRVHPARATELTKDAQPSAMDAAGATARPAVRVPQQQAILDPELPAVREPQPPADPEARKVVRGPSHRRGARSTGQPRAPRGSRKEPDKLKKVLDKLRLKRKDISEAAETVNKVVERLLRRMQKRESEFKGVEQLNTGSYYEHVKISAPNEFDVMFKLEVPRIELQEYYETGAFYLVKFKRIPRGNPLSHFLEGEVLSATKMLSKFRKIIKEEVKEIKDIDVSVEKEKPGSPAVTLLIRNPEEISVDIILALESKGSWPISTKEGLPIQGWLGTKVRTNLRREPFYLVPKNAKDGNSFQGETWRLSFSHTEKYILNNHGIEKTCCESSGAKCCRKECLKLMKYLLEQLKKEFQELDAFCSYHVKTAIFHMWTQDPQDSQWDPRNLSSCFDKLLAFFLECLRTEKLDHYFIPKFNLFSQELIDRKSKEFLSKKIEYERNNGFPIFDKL
An asterisk follows results filed as active; & = joins results of further samples. Some of the compounds tested; rates above refer to the full screens.

canonical_smiles,mcGAS RapidFire
CN(CC(=O)Nc1cccc(F)c1)C(=O)CCn1c(=O)oc2ccccc21,8.9
COc1ccc(CNC(=O)c2cc(S(=O)(=O)NC(C)(C)C)ccc2C)cn1,13.0
CC(=O)N1CCC(NC(=O)C2CCN(S(=O)(=O)c3ccc4c(c3)OCCO4)CC2)CC1,-2.7
CCCC(=NCc1ccccc1)C1=C(O)C(C(=O)OC)C(C)(C)CC1=O (stereo unspecified),-4.7
Cc1ccsc1[C@@H]1CCN(Cc2sc(N)nc2Cl)C[C@H]1O,-6.6
Nc1cc(=O)[nH]c2nnc(SCc3ccc(Br)cc3)n12,-24.2
Cc1ccc(-n2c3c(c(=O)[nH]c2=O)C(NC(=O)c2ccc(Cl)cc2)(C(F)(F)F)C(=O)N3)cc1C (stereo unspecified),-4.9
Cc1cc2ccccc2n1CCNC(C)Cn1cncn1 (stereo unspecified),-10.6
c1csc(-c2cc(CSc3nnnn3C3CC3)no2)c1,-4.1
Cc1[nH]c(=O)c(C#N)c(C)c1CCC(=O)N1CCCCC1,1.8
CCC(O)(CC)c1ccccc1N,-19.3
COC(C)c1cccc(-c2cc(N)ncn2)c1 (stereo unspecified),-14.6
O=C(c1ccc(Cn2cnnn2)cc1)N1CCCC(c2ccn[nH]2)C1 (stereo unspecified),-8.5
CSc1ncc(CN2CCN(C(C)C)C(CCO)C2)cn1 (stereo unspecified),-5.2
CCc1ccc2nc(C)cc(C(=O)N3CCC(CCC(=O)NC4CC4)CC3)c2c1,-6.6
CC(Cn1cccn1)NC(=O)Cn1ccc(=O)n(C)c1=O (stereo unspecified),-0.1
CCN(CC)Cc1cnc2c(C(=O)Nc3c(C)cc(=O)[nH]c3C)cnn2c1,-19.9
CN(CCN1CCCC1=O)C(=O)c1ccc(Br)cc1O,-5.0&2.2
COc1cc(/C=C/C(=O)N2CCN(CC(=O)NC(C)C)CC2)cc(OC)c1OC,4.6
Cc1cnc(C)c(-c2ccc(O)cc2)n1,-13.6

3 successive records from above, quoted:
canonical_smiles,mcGAS RapidFire
CN(CCN1CCCC1=O)C(=O)c1ccc(Br)cc1O,-5.0&2.2
COc1cc(/C=C/C(=O)N2CCN(CC(=O)NC(C)C)CC2)cc(OC)c1OC,4.6
Cc1cnc(C)c(-c2ccc(O)cc2)n1,-13.6

Next entries:
canonical_smiles,mcGAS RapidFire
CCN1CC(CN(C)Cc2nc(-c3ccc(C(=O)OC)cc3)oc2C)CC1=O (stereo unspecified),-4.3&-2.8
Cc1c(C(=O)OCC(C)C)[nH]c2c1C(=O)CCC2,-1.3
CSc1cccc(CN2CCc3c(cccc3NC(=O)c3ccncc3)C2)c1,-1.1
C=C(CC(=O)OC)C(=O)NCCc1cccc(OC)c1,-0.6
CCN1CCN(c2nc3c(C)cccn3c(=O)c2C=C2SC(=S)N(CC(C)C)C2=O)CC1,-22.6
CC(CCc1ccc(O)cc1)NC(=O)Nc1ccc(F)cc1F (stereo unspecified),1.2
Cc1cccc(C)c1NC(=O)c1cccc(NC(=O)C(C)n2cccc2)c1 (stereo unspecified),-13.2
O=C(NCCn1ncccc1=O)c1ccc(F)cc1F,-6.7
CC1Cc2cc(-c3cc(CNC(=O)CSc4ncccn4)no3)ccc2O1 (stereo unspecified),4.0
Cc1nc(CN)cc(N(C)Cc2nonc2C)n1,-11.4
CC(=O)c1ccc(N2CCN(Cn3ncn(-c4ccccc4C)c3=S)CC2)c(F)c1,-4.8
Cc1nc(SCC(=O)NCCN2C(=O)CSC2=O)c2c3c(sc2n1)CCC3,-20.1
CCC(NC(=O)c1oc2c(c1C)C(=O)CCC2)c1cnn(CC)c1 (stereo unspecified),-10.5
Cc1cc(C)n(CC(=O)N2CCOC(c3ccc(Cl)cc3)C2)c(=O)n1 (stereo unspecified),8.4
O=C(NCCN1CCN(C(=O)CSCc2ccccc2)CC1)c1cccs1,-4.7
Cc1nc(Cl)ccc1C(=O)Nc1cnn(CCN(C)C)c1,-4.8
CCOC(=O)c1nc2ccccc2nc1N1CCN(C(=O)c2c(C)noc2C)CC1,-3.2
CCC(C)Cn1c(C2CC(=O)N(c3cccc(OC)c3)C2)nc2ccccc21 (stereo unspecified),-1.6
CN(Cc1nc(Cc2ccccc2F)no1)CC1CCCCO1 (stereo unspecified),-5.7
Cc1nc(SCC(=O)N2CCNC2=O)c2c3c(sc2n1)CCC3,1.0
CN(C)CCN(C(=O)c1cc(Cl)c(Cl)n1C)c1ccccc1,-0.9
O=C(N/N=C\c1c(O)ccc2ccccc12)c1ccc(=O)[nH]n1,-2.8
Cc1ccc(C)c(Cn2c(=O)c3c(nc4[nH]c(C)c(C)n43)n(C)c2=O)c1,-0.2
COc1ccc(OC)c(C2CC(c3ccc(F)cc3)=NN2C(=O)CN2CCN(C(C)=O)CC2)c1 (stereo unspecified),-3.7
COc1ccc(C(C)(C)C)cc1NC(=O)c1ccc(Cl)c(S(=O)(=O)N2CCOCC2)c1,-1.5
CCCNC(=O)CN1C(=O)NC(C)(c2ccc(F)cc2)C1=O (stereo unspecified),-5.4
COCCN1CC2=C(C1=O)C(c1cc(OC)c(OC)c(OC)c1)NC(=O)N2 (stereo unspecified),0.1
C=C(C)COc1ccccc1C(=O)N1CCCC1c1nc(C(C)C)no1 (stereo unspecified),-16.7
COc1ccc(CCNC(=O)CN2[C@@H]3CC[C@H]2CC(O)C3)cc1 (stereo partly specified),4.9
CCOc1ccc(OCCOc2ccc(C)cc2OC)cc1,0.0
CCN1C=C(c2ccc3ccccc3n2)C(C[N+](=O)[O-])c2ccccc21 (stereo unspecified),-10.4
Cc1ccc(NC(=O)CSc2nc3[nH]ncc3c(=O)[nH]2)cc1,-7.2
O=C(CCc1cccnc1)NC12CC3CC(CC(C3)C1)C2,2.9
CCOC(=O)c1c(C)[nH]c(C(=O)C(C)SCC(=O)OC)c1C (stereo unspecified),-13.4
c1ccc(-c2[nH]cnc2-c2cccc(-n3cccn3)c2)cc1,-23.0
CNCC(=O)NCc1cccnc1N1CCN(c2ccccc2OC)CC1,-19.2
CCn1c(C)cc(O)c(C(c2ccc(C)cc2)N2CCN(c3ccccn3)CC2)c1=O (stereo unspecified),-5.7
Cn1cc(C=C2C(=O)Nc3cccnc32)c2ccccc21,3.3
C=c1c(C)cc2c3c1=C(O)C(=O)N3C(C)(C)CC2C (stereo unspecified),-33.1
COc1cc2c(cc1OC)C(c1cccs1)N(Cc1cc(=O)n3cc(C)ccc3n1)CC2 (stereo unspecified),-11.2
Cc1cc(=O)oc2cc(OCC(=O)NC3CCCCC3)ccc12,-1.1
O=C(Nc1cccc(OCCn2cccn2)c1)N1CCc2ccccc2C1,-4.9
CC(NC(=O)CSc1ncc(-c2ccc(Cl)cc2)o1)C1CC1 (stereo unspecified),-6.2
O=C(NCc1ccccn1)C1CNCCN1C(=O)c1cnc2ccccc2c1 (stereo unspecified),-40.9
COc1ccc(C(C)=O)cc1CC(=O)N(C)C(C)c1ccc(F)c(F)c1 (stereo unspecified),-10.8
Cc1[nH]n(-c2nc3ccccc3s2)c(=O)c1C=NC1CCN(Cc2ccccc2)CC1,-6.3
CC1(C(=O)NS(=O)(=O)c2ccc(F)cc2F)CCN1C(=O)Cc1ccccc1Cl (stereo unspecified),-11.1
Cn1c(=NN=CC(Br)=Cc2ccccc2)sc2ccccc21,-5.8
c1cncc(NCCNC2CCSCC2)c1,-7.4
Cn1nnnc1SCC1=C(C(=O)O)N2C(=O)C(NC(=O)C(OC=O)c3ccccc3)C2SC1 (stereo unspecified),2.6&2.7

Other entries
canonical_smiles,mcGAS RapidFire
CCN1CCN(CC(N)=O)C(=O)C1=O,-4.8
CNC(=S)NN=Cc1cc(OC)c(OC)cc1OC,-5.9
CC1=NC2(O)c3ccccc3C(=O)C2(O)C1C#N (stereo unspecified),38.5
O=S(=O)(c1ccc2c(c1)OCCO2)N1CCN(Cc2ccc3c(c2)OCO3)CC1,24.5
CCCCCCCCc1nc(=S)[nH][nH]1,-8.1
COc1ccc(Cl)c2sc(N(CCN(C)C)C(C)=O)nc12,-4.1
C=CC[C@@H]1CC=C[C@@H](C)N1C(=O)Cn1ccc(=O)c2ccccc21,-17.0
O=C(c1cc(=O)[nH]c2ccccc12)N1CCN(Cc2cccc(Cl)c2)CC1,0.9
COC(=O)c1cccc(C(=O)N2CCCC(CCC(=O)N3CCN(C)CC3)C2)c1 (stereo unspecified),-8.8
Cc1cc(C(=O)Cn2ccsc2=N)c(C)n1C1CC1,-40.9
Cc1cc(NC(=O)c2ccco2)sc1C(=O)Nc1ccc2c(c1)CCC2,-6.7
COc1ccccc1-n1c(SCC(N)=O)nnc1N1CCCCC1,-33.0
CC(=O)c1cccc(NC(=O)c2cc(=O)c(OCc3ccccc3)cn2C)c1,-3.7
CCn1nc(-c2cccc(Br)c2)ccc1=O,-14.4
COC(=O)c1ccc(CSC(C)C(=O)NCc2ccc(F)cc2)cc1 (stereo unspecified),-0.4
COc1ccc(NC2CCCN(C(=O)Cc3sc(C)nc3C)C2)cc1OC (stereo unspecified),-6.3
Cc1nc(/C=C/C(=O)N(C)Cc2ccccc2C)cs1,-9.9
O=C(CCn1cccc1)N1CCOc2c(O)cc(-c3cccc(Cl)c3)cc2C1,-7.6
CCN(Cc1cccs1)C(=O)NC(C)c1cccc(Br)c1 (stereo unspecified),-2.2
CC1(C)C2CCC1(C)C(NC(=O)C1CCCN(c3ncccn3)C1)C2 (stereo unspecified),-13.4
Cc1ccccc1-c1csc(C(C)(O)c2ccccc2)n1 (stereo unspecified),10.3
O=c1c2cc3c(=O)n(-c4ccccc4)ccc3nc2ccn1CCCN1CCOCC1,-9.0
Cc1cc(C(=O)N(CCCN(C)C)c2nc3c(C)cccc3s2)on1,-1.2
CCN(Cc1cnn(C)c1)C(=O)Cc1cc(F)ccc1C,-15.6
O=c1cccnn1CCNS(=O)(=O)c1ccc(Cl)s1,-6.6
CCOC(=O)C1(C)CCCCN1C(=O)c1ccc(OC)cc1OC (stereo unspecified),-4.4
CC(=O)N1N=C(c2ccccc2)OC1C(=O)N[C@@H](CO)c1ccccc1 (stereo partly specified),-11.1
COc1ccc(Br)c(NC(=O)Cc2ccc(C)cc2)c1,-8.6
Nc1nc(N)nc(CSc2nnc(N3CCCC3)n2C2CC2)n1,-4.7
O=C(Nc1cccc(Cl)c1)C1COc2ccc(Cl)cc2C1 (stereo unspecified),-10.1
COc1ccc(C)cc1NC(=O)CNC(=O)C1(C)CCCO1 (stereo unspecified),-43.8
COC(=O)C1CC2(CCN(C(=O)/C=C/c3ccoc3)CC2)c2ccccc21 (stereo unspecified),-3.6
CC(C)CCNC(=O)NC(=O)CSc1ncn[nH]1,-21.0
COC(=O)c1c(NC(=O)CSc2nnc3ccccn23)sc2c1CCCCC2,-1.1
Nc1nc(N2CCCCC2)nn1C(=O)CCC1CCCC1,-8.2
CN(C)c1nc2c(c(=O)[nH]1)CCN(C(=O)c1n[nH]c3c1CCC3)C2,-18.4
O=C(c1cccc(Cl)c1)C1CCCN(S(=O)(=O)c2ccc(F)c(F)c2)C1 (stereo unspecified),-9.2
O=C(Nc1ncc2c(n1)C[C@@H](Cc1ccccc1)NC2=O)c1cccc(F)c1,-3.9
O=c1cc(-c2cccc3c2Sc2ccccc2S3)oc(N2CCOCC2)c1,-12.5
CC(=O)Nc1ccc(/C=C2\C(=O)N(CCC#N)C=C2C)cc1,53.8
CC(=O)c1ccc(OCC(O)CN2CCN(c3ccc(F)cc3)CC2)cc1 (stereo unspecified),-7.1
CCn1cc(NC(=O)Nc2ccc(C(C)=O)cc2)c2ccccc21,-4.3
CCc1nc([C@@H]2C[C@H](NC(=O)c3ccccc3)C[C@H](C(C)C)O2)c(C)[nH]1,-11.9
S=c1[nH]nc(-c2ccco2)n1-c1ccccc1,-8.4
COCCNc1nc2cc(-c3ccccc3)sc2c(=O)n1C,7.2
CCN(Cc1nc(COC)no1)C(=O)c1cnn2ccccc12,-15.9
Cc1ccc2cc(CCNC(=O)CC(C)(C)C)c(=O)[nH]c2c1C,-4.0
CCOC(CCNC(=O)N1CC2CCC1C2)C(C)C (stereo unspecified),4.6
CC(=O)N(C)CC1=CCCN(Cc2ccc(S(C)(=O)=O)cc2)C1,5.9
CCOC(=O)N1CCN(C(C)C(=O)NC(=O)NC23CC4CC(CC(C4)C2)C3)CC1 (stereo unspecified),-11.3

Later entries.
canonical_smiles,mcGAS RapidFire
CC(=O)N1CCc2c(sc(NC(=O)c3ccccc3)c2-c2nc3ccccc3s2)C1,-4.1
CN(C)CC1(O)CCCN(C(=O)c2ccc[nH]2)C1 (stereo unspecified),-13.4
COC1O[C@@H]2O[C@]3(C)CC[C@H]4[C@H](C)CC[C@@H]([C@H]1C)[C@@]24OO3 (stereo partly specified),-3.3
CN(C)c1cccc(C(=O)N2CCC(N3CCC(C(=O)NC4CC4)CC3)CC2)c1,-6.6&-3.9
O=c1cc(-c2ccccc2)oc2c(O)c(O)ccc12,48.5
Cc1nnc2c(SC(C)C)nc3ccccc3n12,-3.2
CS(=O)(=O)c1ccc(-c2nc3ccccc3n2CCO)cc1,-36.3
O=C(Nc1ccc(-c2noc(=O)[nH]2)cc1)N1CCCC2CCCC21 (stereo unspecified),-12.4
CC(C(=O)NC1CCCC1)N1CCN(c2cncc(Cl)n2)CC1 (stereo unspecified),-6.4
COc1cccc(OS(=O)(=O)c2ccccc2F)c1,-8.2
CNCC(O)Cn1cc(C)c(C(C)=O)c1C (stereo unspecified),-6.8
